Screening data (PubChem)
CCR6 antagonist = CCR6 receptor antagonists, primary screen, cell-based, CHO-K1, luminescence, beta-arrestin, uHTS; AID 493098, 2011; CHO-K1 CCR6 PathHunter beta-arrestin, CCL20-stimulated; hit rate 0.49% among 340,000; inhibition, % at 20 µM; C-C chemokine receptor type 6 (Homo sapiens), P51684;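 active means compounds whose inhibition of the agonist-driven luminescence signal at 20 µM reaches about 50%, limit read from the data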;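 further: cells stimulated with CCL20 at 14 nM final; plate controls were DMSO with CCL20 for no effect and DMSO without agonist for full effect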
Target sequence (P51684 whole entry, looked up): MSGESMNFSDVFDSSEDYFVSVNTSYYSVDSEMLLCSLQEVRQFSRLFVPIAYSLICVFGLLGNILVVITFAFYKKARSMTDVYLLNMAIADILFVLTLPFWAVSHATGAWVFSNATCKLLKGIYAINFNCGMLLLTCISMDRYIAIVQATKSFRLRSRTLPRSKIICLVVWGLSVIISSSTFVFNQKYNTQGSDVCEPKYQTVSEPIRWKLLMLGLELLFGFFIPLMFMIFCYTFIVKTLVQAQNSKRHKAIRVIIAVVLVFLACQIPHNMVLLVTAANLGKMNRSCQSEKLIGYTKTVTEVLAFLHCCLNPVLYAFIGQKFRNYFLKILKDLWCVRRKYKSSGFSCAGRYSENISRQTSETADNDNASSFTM
APJ ag = agonists of human apelin receptor APJ, primary screen, CHO-K1 cells, PathHunter beta-arrestin, luminescence. P35414. 0% DMSO wells, 100% apelin. activation, % at 20 µM. hit rate 0.11% among 330,000. AID 2520, 2010;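 active means activation more than six SD over the plate average, tested at 20 µM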;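 further: 0% = DMSO alone and 100% = apelin-13 at 10 nM; some results filed as inactive read as strong as hits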
Target sequence (P35414 whole entry, looked up): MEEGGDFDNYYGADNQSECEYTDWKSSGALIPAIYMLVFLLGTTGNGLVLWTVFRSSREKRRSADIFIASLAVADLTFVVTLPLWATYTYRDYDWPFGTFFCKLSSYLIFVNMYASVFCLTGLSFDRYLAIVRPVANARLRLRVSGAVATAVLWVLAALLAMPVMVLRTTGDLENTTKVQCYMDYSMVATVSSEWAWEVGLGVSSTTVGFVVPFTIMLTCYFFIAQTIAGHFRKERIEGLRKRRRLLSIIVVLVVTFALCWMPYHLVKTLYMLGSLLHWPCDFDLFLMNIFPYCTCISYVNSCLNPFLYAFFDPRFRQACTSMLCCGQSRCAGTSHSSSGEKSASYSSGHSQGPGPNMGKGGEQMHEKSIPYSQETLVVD
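Test system: CHO-K1 APJ beta-arrestin complementation cell line. Amount: cell density 1000 per well. Controls: DMSO negative, 10 nM Apelin-13 positive. Signal: luminescent beta-gal fragment complementation, chemiluminescent substrate. Read-out basis: agonist-driven arrestin binding to APJ. Timing: compound stimulation 90 min at 25 °C, detection 60 min.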
CXCR6 inh = CXCR6 receptor inhibitors, primary screen, cell-based, beta-arrestin, luminescence, CHO-K1 PathHunter, 1536-well | inhibition, % at 20 µM | hit rate 0.36% among 360,000 | AID 602244, 2012 | C-X-C chemokine receptor type 6 (Homo sapiens), O00574; in the data active means inhibition above about 34%, passing the limit was not always enough;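 further: antagonist mode with CXCL16 agonist at 10 nM final; 0% = 10 nM CXCL16 with DMSO and 100% = unstimulated wells without agonist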
APJ antagonist = antagonists of human apelin receptor APJ, primary screen, CHO-K1 cells, beta-arrestin complementation, luminescence; P35414; hit rate 0.32% among 330,000; inhibition, % at 20 µM;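 active means inhibition above about 40% at 20 µM, limit read from the data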;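 further: cells challenged with 10 nM apelin-13 agonist together with compound; plate controls were apelin-13 plus DMSO wells for no effect and DMSO wells lacking apelin-13 for full effect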
UBC13 polyUb = UBC13 polyubiquitin chain formation inhibitors, primary screen, biochemical, TR-FRET, uHTS; Ubiquitin-conjugating enzyme E2 N (Homo sapiens), P61088; inhibition, % at 20 µM; hit rate 0.47% among 330,000; in the data active means inhibition above about 45%, passing the limit was not always enough
Target sequence (P61088 whole entry, looked up): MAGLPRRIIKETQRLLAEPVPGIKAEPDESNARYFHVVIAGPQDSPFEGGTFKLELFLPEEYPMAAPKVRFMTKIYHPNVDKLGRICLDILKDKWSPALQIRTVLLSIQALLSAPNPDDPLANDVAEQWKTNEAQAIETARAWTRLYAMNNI
ATG4B inhibitor = ATG4B protease inhibitors, primary screen, biochemical, fluorescence, uHTS | Cysteine protease ATG4B (Homo sapiens), Q9Y4P1 | ATG4B cleavage of LC3-PLA2, NBD-HPC fluorescence, 1 h | inhibition, % at 8.33 µM | hit rate 0.51% among 340,000 | AID 504462, 2011; in the data active means inhibition above about 40%
Gli-Sufu block = Gli-Sufu pathway antagonists, primary screen, luciferase luminescence, Sufu-KO-LIGHT cells, uHTS; Sufu-KO-LIGHT fibroblasts, Gli luciferase reporter luminescence; hit rate 0.74% among 340,000; inhibition, % at 5 µM;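 active means inhibition above about 55%, limit read from the data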;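 further: 0% = DMSO-treated cells and 100% = wells with medium but no cells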
EBI2 block = EBI2 receptor antagonists, beta-arrestin recruitment, primary screen, cell-based, luminescence, 7a,25-OHC stimulation, uHTS | 7a,25-OHC stimulated | inhibition, % at 5 µM | hit rate 0.81% among 360,000 | AID 651636, 2012; in the data active means inhibition above about 38%;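 further: enzyme fragment complementation signal reports receptor beta-arrestin coupling in cells; 0% = agonist plus DMSO wells and 100% = wells without agonist; some results beyond the cut were filed as inactive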
An asterisk follows results filed as active; nt = not tested or not shown; & = joins results of further samples.

SMILES	ATG4B inhibitor	APJ antagonist	Gli-Sufu block	CXCR6 inh	UBC13 polyUb	CCR6 antagonist	APJ ag	EBI2 block
ClC(CCN1CCN(Cc2ccccc2)CC1)c1ccccc1 (configuration not stated)	-3	5	3	-1	3	7	-3	11
CCNc1nc(Oc2ccc(=O)n(C)n2)nc(N2CCOCC2)n1	-1	1	0	12	-1	-6	-2	8
Cc1ccc(C)c(NC(=O)C(=O)NCc2ccccn2)c1	-3	-4	-27	-4	-14	16	-1	-5
COc1ccc(C)cc1NC(=O)c1cccc(-c2ccc(OC(C)=O)cc2)c1	-3	8	28	-6	2	2	2	21
Cc1ccc(C)c(-n2c(SCC(=O)NC(C(=O)O)C(C)C)nnc2-c2cccc(Cl)c2)c1 (configuration not stated)	-17	5	-3	-2	-20	-4	-2	7
CCOC(=O)Cc1csc(NC(=O)Nc2ccc(C)cc2)n1	-13	-1	-8	-10	3	5	-6	-1
O=C(NCc1ccccn1)c1ccc(Cl)c(NC2=NC3CS(=O)(=O)CC3S2)c1 (configuration not stated)	-2	2	17	-6	4	-4	6	-11
Cc1cc(C)cc(OCc2nnc(SCC(=O)OC3CCCCC3)o2)c1	4	15	-4	-1	10	9	0	14
CC(C)CCNC(=O)[C@H](CSCc1ccccc1)N1Cc2ccccc2C1=O	-1	-5	1	2	6	13	-3	1
Cc1ccccc1Cn1c2ccccc2c2cnn(CC(=O)NCCCN3CCN(C)CC3)c(=O)c21	0	22	41	-1	18	5	1	-5
O=C1C2=C(c3ccccc31)[N+](=O)C1CCCCC1N2[O-] (configuration not stated)	-2	-24	2	-6	-34	-16	5	-5
CC(CSc1nc2ccccc2s1)Cn1c(N2CCCC2)nc2c1c(=O)[nH]c(=O)n2C (configuration not stated)	1	4	14	11	-3	17	-4	10
Cc1ccc(C(=O)C[n+]2cc(Br)cc(Br)c2)cc1[N+](=O)[O-]	2	4	2	2	-6	-3	-3	-10
CCOC(=O)c1ccc(NC(=O)CCc2nc(-c3cccc(C)c3)no2)cc1	-2	-14	-8	-8	10	15	1	25
O=C(NCCc1nnc2ccc(NCC3CCCO3)nn12)c1ccccc1 (configuration not stated)	-4	-28	-1	5	-4	-2	-1	1
O=C(COc1ccccc1[N+](=O)[O-])N1CCN(c2ccccn2)CC1	2	14	16	0	1	-15	-7	11
COc1cnn(C(C)(C)C)c(=O)c1Cl	-7	15	2	-7	12	-9	-1	4
CC(=O)Nc1ccc(NC(=O)CSc2ccc(-c3cccs3)nn2)cc1	-18	-11	1	-11	-13	-3	4	-13
COC(=O)c1c(C)cc(C)c2c1CC(C)(C)C2=O	-11	-15	-8	4	6	11	2	-9
Cc1ccc(Cl)cc1NC(=O)CN1CCN(S(=O)(=O)N2CCOCC2)CC1	-3	9	10	-14	3	12	-3	-18

Another view of two compounds above.
Order of results: ATG4B inhibitor | APJ antagonist | Gli-Sufu block | CXCR6 inh | UBC13 polyUb | CCR6 antagonist | APJ ag | EBI2 block
COC(=O)c1c(C)cc(C)c2c1CC(C)(C)C2=O
 : -11 | -15 | -8 | 4 | 6 | 11 | 2 | -9
Cc1ccc(Cl)cc1NC(=O)CN1CCN(S(=O)(=O)N2CCOCC2)CC1
 : -3 | 9 | 10 | -14 | 3 | 12 | -3 | -18

Next section:
SMILES	ATG4B inhibitor	APJ antagonist	Gli-Sufu block	CXCR6 inh	UBC13 polyUb	CCR6 antagonist	APJ ag	EBI2 block
CCCc1nnc(NC(=O)Cn2c(=O)sc3ccccc32)s1	-1	10	5	8	-8	-19	0	-10
COC(=O)c1ccc(N2C(=O)CC(N(C)CCc3ccc(OC)c(OC)c3)C2=O)cc1 (configuration not stated)	-4	-2	1	6	4	15	-1	3
COc1ccccc1CNC(=O)Cn1c(=O)oc2cc(S(=O)(=O)N3CCCC3)ccc21	2	11	-1	6	-1	-21	-7	4
Cc1c(NC(=O)Nc2ccc3c(c2)OCO3)cccc1[N+](=O)[O-]	29	15	-9	1	0	9	-1	-8
CC(=O)c1ccc(NC(=O)CC2Nc3cccc4cccc(c34)NC2=O)cc1 (configuration not stated)	-8	-4	-8	-32	-29	-30	6	11
CCN(CC)CCN1C(=O)Cn2c(C)c(C)c3cccc1c32	-3&6	8&8	4&10	-2&7	-3&5	-4&-2	-6&-1	-3&-5
COC(=O)c1ccc(COc2ccc(NC(C)=O)cc2)o1	-3	3	0	6	-5	1	-2	0
COC(=O)[C@]1(CC(C)C)N[C@H](c2ccc(-c3ccccc3)cc2)[C@@H]2C(=O)N(C)C(=O)[C@@H]21	-8	8	0	4	-2	-8	-2	21
Cc1noc(C)c1COc1cccc(C(=O)OC(C)C#N)c1 (configuration not stated)	-7	13	-8	7	0	12	-3	2
CN(C)S(=O)(=O)c1cccc(COC(=O)CCNC(=O)c2ccc([N+](=O)[O-])cc2)c1	-3	-5	20	-12	6	9	-3	9
CCOC(=O)C1=C(CC)OC(N)=C(C#N)C1c1cc(OC)ccc1OC (configuration not stated)	5	-15	-5	-6	9	6	-3	-9
CCC(CO)Nc1ccc(-c2nn(C)c(=O)c3ccccc23)cc1[N+](=O)[O-] (configuration not stated)	-1	15	5	5	-106	9	-3	-5
CC1Oc2ccccc2N(CC(=O)N(Cc2ccccc2)Cc2ccccn2)C1=O (configuration not stated)	-7	-2	4	5	19	4	0	4
O=C(c1ccco1)N1CCN(Cc2ccc(Cl)cc2)CC1	2	3	3	-15	1	8	0	-11
O=C(NCCCO)c1ccc(CSc2nc3ccccc3c(=O)[nH]2)cc1	1	8	-28	-4	-11	1	-3	-2
N#Cc1ccc(-c2cn3c(n2)SCC3)cc1	-9	nt	-24	0	nt	-2	nt	-3
Cc1ccc(-c2csc(N(Cc3ccccc3)C(=O)COc3ccccc3)n2)cc1	7	10	6	-11	4	5	2	-2
CCOc1ccc(N(CC(=O)NCc2ccc(F)cc2)C(=O)c2snc(C(N)=O)c2N)cc1	9	-3	4	1	25	17	-2	5
CCc1ccc([C@@H]2C[C@H]3CN(Cc4ccccc4OC)C(=O)[C@]34CCCN24)cc1	5	9	-14	3	5	12	-3	-6
O=C(Cn1ncc2c3ccccc3n(Cc3ccccc3)c2c1=O)NCCCN1CCCC1	7	-15	7	12	12	26	-4	-13
CN(CCc1ccccn1)Cc1ccc(Cl)cc1Cl	9	6	-1	6	5	7	-6	-13
S=C(NCc1ccc(Cl)cc1Cl)NC1CCCCC1	44*	-3	-1	3	-5	30	1	-5
CCSc1cnnc2ccccc12	-2	nt	0	10	nt	7	nt	-4
CC1=C(C(=O)Nc2ccccc2C)C(c2cccnc2)n2nc(CCCO)nc2N1 (configuration not stated)	-3	5	-3	-1	0	16	-5	0
Cn1c(OCc2cccnc2)nc2c1c(=O)n(Cc1ccc(Cl)cc1)c(=O)n2C	-4	0	6	-8	5	19	0	3
CCC(=O)NC(=S)Nc1ccc(NC(=O)c2cc3ccccc3o2)c(OC)c1	-7	-18	-10	2	-3	6	-3	4
CCN(C(=O)CN1CCCc2cc(C)ccc21)c1c(N)n(Cc2ccccc2)c(=O)[nH]c1=O	5	nt	-3	-2	nt	8	nt	-4
CCn1cc(Cl)c(C(=O)NNC(=O)CCn2nc(C)c([N+](=O)[O-])c2C)n1	3	3	-5	-2	-9	5	3	1
O=C(N/N=C/c1cc2c(cc1[N+](=O)[O-])OCO2)c1ccc2c(c1)OCO2	3	-8	-14	-8	-18	16	-3	3
CC(=O)N1CCc2c(sc(NC(=O)CCS(=O)(=O)c3ccccc3)c2C(N)=O)C1	-4	-15	nt	-3	-11	8	4	-1
Cn1c(C(=O)NCCN2CCN(Cc3ccccc3)CC2)cc2c(=O)n(C)c3ccccc3c21	-15	9	16	3	23	14	-5	4
CCCCOc1ccc(C2C(=O)N(C3CCCCC3)CC(=O)N2CC2CCCO2)cc1 (configuration not stated)	-4	29	5	5	-3	5	-2	13
Cc1cc(OCc2nnc(SCC(=O)O)n2-c2ccccc2)ccc1Cl	15	7	16	0	-5	-6	2	-7
O=C1c2ccccc2C2(c3cc(C(F)(F)F)cc(C(F)(F)F)c3)NCCN12 (configuration not stated)	-9	nt	11	2	nt	15	nt	-7
Cc1nn(CC(=O)N2CCc3ccccc3C2)c(C)c1Cl	6	27	-37	-2	2	3	0	2
COc1ccc2oc(C(=O)c3ccccc3)c(N)c2c1	-15	2	-122	nt	-5	16	-2	nt
CC1(C)CC(=O)C2=C(C1)Nc1ccccc1NC2c1ccc(F)cc1 (configuration not stated)	9	-12	24	-4	-9	-4	-1	-9
Cc1cc(Cl)n2c(nc3cc(F)c(F)cc32)c1C#N	10	nt	62*	44*	nt	47	nt	-5
CCOC(=O)c1cccc(P(C)(C)=O)c1	2	-5	-5	5	-1	-3	0	6
CCCCn1c(N)c(N(CC)C(=O)c2cccc(S(=O)(=O)N3CCCc4ccccc43)c2)c(=O)[nH]c1=O	5	9	-7	-7	-1	1	9	-1
CCc1c(C)nc2cc(C)[nH]n2c1=O	-11	9	75*	10	5	8	1	-8
COc1ccc(NC(=O)CCC(=O)c2cccs2)c(OC)c1	-1	-6	-42	-5	1	-19	0	1
CCC(=O)c1ccc(/C=C/c2nc3ccccc3n2C)o1	-8	-2	-77	-5	9	4	1	-4
CC1Cc2ccccc2N1Cc1cccc([N+](=O)[O-])c1 (configuration not stated)	3	7	8	10	-11	25	-2	6
O=C1NC(=Nc2ccccc2Cl)S/C1=C\c1cccc([N+](=O)[O-])c1O	27	35	19	32	-72	41	-4	10
CN(C)C=Nc1ncc2c([nH]c3ccccc32)c1C#N	-17	15	-48	-3	-5	-1	0	0
Nc1c(C(=O)NCc2cccs2)nnn1CC(=O)Nc1cccc(Cl)c1	-6	7	17	-9	6	7	-4	-2
